Source: PubChem
MIN6 prolif = MIN6 beta-cell proliferation induction | MIN6 cells proliferation, ATPlite luminescence, 48 h; cells starved in 0.2% serum; 100% = growth in 10% serum | proliferation, % at 10 µM | hit rate 0.29% among 330,000;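 active = compounds whose signal lies at least 3.5 SD above the mean of all wells on their plate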;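 also: 0% = DMSO-treated cells in low-serum medium and 100% = 10% serum control; some compounds called inactive have numbers as strong as hits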
TIM10 inh = TIM10 yeast growth inhibition; S. cerevisiae TIM10 strain growth, BacTiter-Glo luminescence, 24 h; inhibition, % at 10 µM; hit rate 1.4% among 330,000; AID 463195;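 active = inhibition of 40% or more at the single tested concentration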;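 also: wild-type TIM10 isogenic control strain grown at permissive 25 °C; 0% = DMSO yeast wells and 100% = minimal medium wells without yeast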
mIAP activ = mouse IAP activation; hit rate 0.24% among 330,000; activation factor at 10 µM; AID 2805; muIAP, CDP-Star luminescence, 30 min; stronger effect = higher value; 1 = vehicle-only enzyme signal, 0 = enzyme-free wells;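 active = activation factor of at least 2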; also: the source names both 10 and 20 µM as test concentration; values of inactives mirror those of a sister screen read the other way
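System: mouse IAP enzyme. Reagent: CDP-Star chemiluminescent phosphatase substrate. Benchmarks: DMSO wells, no-enzyme wells. Times: 30 min enzyme-substrate-compound incubation at room temperature. Detection: luminescence from enzymatic CDP-Star hydrolysis. Doses: test compounds delivered from DMSO solution.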
mIAP block = blocks mouse intestinal alkaline phosphatase; hit rate 0.2% among 330,000; purified mouse IAP, CDP-Star luminescence, 30 min; AID 2806; inhibition, % at 10 µM;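 active = inhibition of at least 40% at 10 µM in the primary screen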;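 also: plate controls were DMSO with enzyme for no effect and no enzyme wells for full effect; values of inactives mirror those of a sister screen read the other way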
APOBEC3G inh = inhibitors of human APOBEC3G DNA deaminase; hit rate 0.28% among 330,000; inhibition, % at 20 µM; recombinant A3G, ssDNA deamination FAM/TAMRA fluorescence; Q9HC16; AID 493012;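 active = inhibition of at least 40% at 20 µM, with no more than 30% in the related APOBEC3A deaminase screen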;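 also: plate controls were DMSO wells with A3G for no effect and wells lacking A3G enzyme for full effect; some compounds called inactive have numbers as strong as hits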
Target sequence (Q9HC16 whole entry, looked up): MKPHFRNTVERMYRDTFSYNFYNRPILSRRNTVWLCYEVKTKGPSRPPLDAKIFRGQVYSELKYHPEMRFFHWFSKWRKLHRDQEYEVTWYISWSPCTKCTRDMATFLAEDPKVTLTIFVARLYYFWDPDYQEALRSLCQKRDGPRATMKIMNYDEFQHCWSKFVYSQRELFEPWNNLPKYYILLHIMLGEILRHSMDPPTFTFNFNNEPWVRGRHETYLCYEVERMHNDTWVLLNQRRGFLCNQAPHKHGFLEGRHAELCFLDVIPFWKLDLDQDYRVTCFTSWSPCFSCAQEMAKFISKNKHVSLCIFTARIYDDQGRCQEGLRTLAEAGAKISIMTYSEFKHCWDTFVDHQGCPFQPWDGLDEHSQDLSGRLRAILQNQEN
A3A deaminase = blocks human APOBEC3A ssDNA deamination; recombinant A3A, FAM/TAMRA ssDNA deamination fluorescence; inhibition, % at 20 µM; hit rate 0.41% among 330,000;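 active = at least 40% inhibition at 20 µM here, with at most 30% in a related deaminase screen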;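 also: plate controls were A3A with DMSO for no effect and wells lacking A3A enzyme for full effect; some results filed as inactive read as strong as hits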
Target sequence (P31941 whole entry, looked up): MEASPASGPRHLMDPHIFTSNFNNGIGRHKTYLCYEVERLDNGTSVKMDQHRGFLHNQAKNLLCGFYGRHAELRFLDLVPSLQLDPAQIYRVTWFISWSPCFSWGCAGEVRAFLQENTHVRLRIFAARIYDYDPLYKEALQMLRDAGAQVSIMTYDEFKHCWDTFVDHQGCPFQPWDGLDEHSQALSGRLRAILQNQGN
tim10-1 inh = growth inhibitors of tim10-1 mutant yeast; S. cerevisiae tim10-1 ts strain growth, BacTiter-Glo, 24 h; inhibition, % at 20 µM; hit rate 2.2% among 330,000; AID 463190;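 active = inhibition of at least 40%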;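 also: mutant grown at 25 °C; 0% = DMSO wells with yeast and 100% = wells holding no yeast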
NLRP3 yeast inh = NALP3 inhibition in yeast; Yeast reconstituted NLRP3/ASC/caspase-1, beta-gal luminescence, 24 h; inhibition, % at 10 µM; hit rate 0.39% among 330,000; AID 2825;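 active = inhibition of 50% or more; inactive = inhibition below 50%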;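 also: plate controls were induced DMSO wells for no effect and uninduced yeast grown without galactose for full effect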
hIAP inh = human IAP inhibition; hit rate 0.12% among 330,000; P09923; purified IAP, CDP-Star luminescence, 30 min; inhibition, % at 10 µM;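 active = inhibition reaching a set limit with compound at 10 µM in the primary screen, cut at about 35% in these data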;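 also: plate controls were DMSO wells with enzyme for no effect and no-enzyme buffer wells for full effect; values of inactives mirror those of a sister screen read the other way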
Target sequence (P09923 whole entry, looked up): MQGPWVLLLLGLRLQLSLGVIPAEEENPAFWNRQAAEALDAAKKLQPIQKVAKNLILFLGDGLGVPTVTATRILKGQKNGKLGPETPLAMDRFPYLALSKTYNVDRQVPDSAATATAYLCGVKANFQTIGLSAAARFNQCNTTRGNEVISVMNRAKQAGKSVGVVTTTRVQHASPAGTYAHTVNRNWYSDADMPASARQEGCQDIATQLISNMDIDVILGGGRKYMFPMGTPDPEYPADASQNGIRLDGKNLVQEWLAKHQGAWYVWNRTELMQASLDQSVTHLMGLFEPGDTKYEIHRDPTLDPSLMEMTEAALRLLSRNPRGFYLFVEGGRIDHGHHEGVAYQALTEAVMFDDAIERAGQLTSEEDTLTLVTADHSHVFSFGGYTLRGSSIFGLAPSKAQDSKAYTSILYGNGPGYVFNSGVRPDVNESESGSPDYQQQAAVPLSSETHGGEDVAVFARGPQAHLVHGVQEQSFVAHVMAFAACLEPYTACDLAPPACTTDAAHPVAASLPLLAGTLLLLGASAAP
The depositor's hits bear a star.

SMILES | MIN6 prolif | TIM10 inh | mIAP activ | mIAP block | APOBEC3G inh | A3A deaminase | tim10-1 inh | NLRP3 yeast inh | hIAP inh
Cc1ccc(OCCNC(=O)c2ccc(C)o2)cc1 | 2 | -1 | 1 | 0 | -2 | 0 | -19 | 30 | 2
O=C(NC1CCN(S(=O)(=O)c2ccccc2C(F)(F)F)CC1)c1ccco1 | 0 | -9 | 0.98 | 2 | 0 | -3 | 16 | -9 | -9
Cc1ccccc1CCNC(=O)CCn1ccc2cc(S(=O)(=O)N3CCCC3)ccc21 | -1 | -4 | 1.1 | -7 | -4 | -2 | 9 | 8 | -7
CC(C)C[C@@H](CO)N1CCN(Cc2cccnc2)CCC1=O | -4 | 3 | 0.82 | 18 | -2 | -1 | -6 | 2 | 17
COc1ccc(N/C(N)=N/c2nc(C)cc(=O)[nH]2)cc1 | -1 | -8 | 0.98 | 2 | -6 | -3 | -2 | 33 | 3
O=c1c(Cc2ccc(Cl)cc2Cl)c(O)ccn1CC(F)(F)F | 1 | -5 | 1.1 | -10 | 3 | -1 | 19 | 0 | -15
CCn1c(SCC(=O)Nc2nccs2)nnc1-c1ccco1 | 2 | 4 | 1 | -3 | -8 | 0 | 14 | 14 | 8
Cc1ccccc1OCCCN1CCCC1 | -3 | -1 | 1 | 0 | -6 | -4 | -27 | -5 | 4
CC(NC(=O)c1cn(C)c2ccc(S(=O)(=O)N3CCCC3)cc2c1=O)c1ccccc1 (stereo not given) | -3 | 8 | 1.1 | -5 | 7 | 0 | 5 | 6 | -36
CC(C)(C)OC(=O)C[C@@H]1C/C=C\C[C@H](CC(=O)N(CCO)Cc2ccccc2)C(=O)N[C@@H](Cc2c[nH]c3ccccc23)COC1=O | -2 | 5 | 0.99 | 0 | -5 | 1 | 3 | 17 | 4
CCNC(=O)CSc1nc2ccccc2c(=O)n1OC | -4 | -9 | 1 | -5 | -3 | 1 | 4 | 2 | -11
Cc1ccc(CN2CCN(C(=O)c3ccncc3)CC2)cc1 | -2 | 7 | 1 | -2 | -11 | -3 | 7 | -1 | -12
CC(=O)NC1(C(F)(F)F)C(=O)Nc2c1c(=O)n(C)c(=O)n2C (stereo not given) | 0 | 10 | 0.98 | 2 | -2 | -1 | 0 | 3 | 0
Cc1cccc(C)c1NC(=O)CNC(=O)c1ccccc1OCc1ccccc1 | 3 | 16 | 1.1 | -9 | -11 | -5 | 23 | 0 | -10
CCC(=O)Nc1c2c(nn1-c1ccc(F)cc1)CS(=O)C2 (stereo not given) | 6 | -7 | 1.1 | -12 | -9 | -4 | 13 | 22 | 34
O=C(CCS(=O)(=O)c1ccc2c(c1)NC(=O)CO2)NCc1ccccc1 | -1 | 6 | 1 | -1 | 0 | 1 | -14 | 10 | -2
CCCC(CCC(=O)Nc1ccn(-c2ccccc2)n1)C(=O)O (stereo not given) | 0 | -4 | 1.1 | -8 | -3 | -5 | -2 | -6 | -12
CCOC(=O)N1CCN(C(=O)c2ccc3c(=O)n(Cc4ccccc4OC)c(=S)[nH]c3c2)CC1 | -2 | 12 | 0.92 | 8 | -3 | 0 | 8 | 9 | -22
COc1ccc(-c2nc(-c3ccc(Br)o3)no2)cc1OC | -2 | 16 | 0.94 | 6 | -10 | -4 | 16 | 24 | 17
Cc1ccnc2ccc(SC(F)(F)F)cc12 | -5 | -15 | 0.97 | 3 | -9 | -1 | 7 | -3 | -29
Cc1c(C(=O)N/N=C/c2ccccn2)nnn1-c1nonc1N | -3 | 14 | 1 | -1 | 5 | 0 | 30 | 7 | -47
CN1CCN(C(=O)c2ccc3c(c2)N(Cc2ccccc2)CCS3)CC1 | -1 | -6 | 1.1 | -7 | -7 | -7 | -7 | 18 | 8
Cc1cc(=O)[nH]c2c(C)c(N)ccc12 | -1 | -1 | 1 | 0 | -9 | 0 | 10 | 0 | -6
CC(=O)c1ccc(OCc2cc(C(=O)N(C)C(C)c3nccs3)no2)cc1 (stereo not given) | 2 | 0 | 1 | 0 | -4 | -3 | 24 | -2 | 23
Cc1ccc(-n2c(SC3CCOC3=O)nc3ccccc3c2=O)cc1 (stereo not given) | -2 | 17 | 0.82 | 18 | -6 | -2 | 13 | 4 | 10
Continuation:
SMILES | MIN6 prolif | TIM10 inh | mIAP activ | mIAP block | APOBEC3G inh | A3A deaminase | tim10-1 inh | NLRP3 yeast inh | hIAP inh
CN1CCC(N(C)C(=O)c2cc(-c3ccccc3Cl)nc3ccccc23)CC1 | -1 | 8 | 1 | 0 | -8 | -2 | -20 | 16 | 8
CN1CCN(S(=O)(=O)c2ccc([N+](=O)[O-])cc2)CC1 | 1 | -4 | 0.95 | 4 | -6 | -7 | 4 | 10 | 22
O=S(=O)(Nc1nc2ccccc2nc1Nc1ccc(N2CCOCC2)cc1)c1cc(Cl)ccc1Cl | -6 | 13 | 0.93 | 7 | 0 | 1 | 20 | 9 | 2
O=C(COc1cc(Cl)c(Cl)cc1Cl)Nc1ccc([N+](=O)[O-])cc1Cl | 0 | 7 | 0.95 | 5 | -5 | 0 | 4 | 15 | 18
Cc1ccc(C)c(NC(=O)CN(C)C(=O)c2ccc(S(=O)(=O)N3CCCCCC3)cc2)c1 | 3 | 14 | 0.98 | 2 | -7 | 5 | -1 | 11 | -2
O=C(COc1ccc(Cl)cc1)N1CCCC1 | -2 | 27 | 0.99 | 0 | -1 | 0 | 1 | 2 | -3
Cc1ccc(Cl)c2sc(N3CCN(C(=O)c4ccco4)CC3)nc12 | -5 | 22 | 1.1 | -5 | 8 | 2 | 32 | 24 | 13
Cc1ncc(CN2CCCCC2C(=O)Nc2ccc(Oc3ccccc3)nc2)cn1 (stereo not given) | -1 | -3 | 0.96 | 4 | 3 | 3 | -5 | 5 | -11
O=C1N[C@@H](Cc2ccccc2)[C@@H](c2ccco2)O1 | -4 | 7 | 0.71 | 29 | -15 | -2 | -15 | 5 | 1
O=C(Nc1ccc(CN2CCCCC2)cc1)c1c(F)c(F)c(F)c(F)c1F | -3 | 9 | 0.96 | 4 | -6 | -4 | 3 | 11 | -11
O=C(COC(=O)c1cnccn1)Nc1ccc(Cl)cc1 | 3 | 11 | 0.98 | 2 | 5 | -2 | 9 | -2 | 9
COc1ccc(-c2n[nH]c(=S)n2/N=C/c2cccn2C)cc1 | -3 | 1 | 1.1 | -5 | 37 | -4 | 17 | 8 | -18
COc1ccc(C(=O)CN2C(=O)c3ccccc3C2=O)cc1 | 0 | 2 | 0.95 | 4 | -4 | -2 | 3 | 7 | -4
COc1cccc(N=Nc2c(N)[nH]n3c(=O)c4c(nc23)CCCC4)c1 | -6 | 5 | 0.88 | 12 | 1 | 0 | -10 | 30 | -32
Cc1ccc(CSCC(Nc2ccc(C(=O)O)cc2[N+](=O)[O-])C(=O)O)cc1 (stereo not given) | 1 | -7 | 1.1 | -7 | -1 | -2 | 4 | -1 | -9
COc1ccc(N2C(=O)CC(SC(C)C)C2=O)cc1 (stereo not given) | 0 | 5 | 0.96 | 4 | -8 | 1 | -9 | 12 | 3
Cc1ccc(C2C3=C(CC(C)(C)CC3=O)N(CCN3CCOCC3)C3=C2C(=O)CC(C)(C)C3)cc1 | -2 | -3 | 0.86 | 14 | 0 | 2 | 6 | 4 | -4
O=C1C(O)CC2c3ccccc3CC3(CCCC3)N12 (stereo not given) | -3 | 5 | 0.94 | 6 | -4 | 0 | 17 | 0 | 0
COc1ccc2c(c1)c(CC(=O)OCC(=O)N(C)C)c(C)n2C(=O)c1ccc(Cl)cc1 | -2 | 3 | 1.1 | -11 | 0 | 0 | 16 | 23 | -2
COc1ccc(-c2nc3c(-c4ccccc4)cnn3cc2C)cc1F | -3 | -21 | 0.97 | 3 | -4 | 5 | -11 | 4 | 2
CC(=O)Oc1ccccc1C(=O)N(C1CCCCC1)C1CCCCC1 | -3 | 14 | 1.1 | -9 | 5 | 3 | 36 | 9 | -16
O=C(CNS(=O)(=O)c1ccccc1)NCc1cccnc1 | 1 | 3 | 0.91 | 9 | -5 | 0 | 12 | -10 | 2
CCNC(=O)COc1ccc(CC)cc1 | 3 | 6 | 1 | -1 | -3 | 3 | 6 | 18 | -2
CCN(CC)c1ccc(S(=O)(=O)N2CCOCC2)cc1NC(=O)Cn1nc(C)c([N+](=O)[O-])c1C | 2 | 3 | 1 | -2 | -7 | -4 | 14 | 17 | 5
O=C(COC(=O)C1CCN(c2ccc(C(F)(F)F)cn2)CC1)NCc1ccc(Cl)cc1Cl | -3 | 1 | 1.2 | -20 | -9 | 3 | 17 | -5 | -7

One compound at a time (already shown). Values in the order: MIN6 prolif, TIM10 inh, mIAP activ, mIAP block, APOBEC3G inh, A3A deaminase, tim10-1 inh, NLRP3 yeast inh, hIAP inh
CC(=O)Oc1ccccc1C(=O)N(C1CCCCC1)C1CCCCC1 as listed: -3, 14, 1.1, -9, 5, 3, 36, 9, -16
Cc1c(C(=O)N/N=C/c2ccccn2)nnn1-c1nonc1N as listed: -3, 14, 1, -1, 5, 0, 30, 7, -47

Further entries follow:
SMILES | MIN6 prolif | TIM10 inh | mIAP activ | mIAP block | APOBEC3G inh | A3A deaminase | tim10-1 inh | NLRP3 yeast inh | hIAP inh
COc1ccc(OC)c(NC(=O)c2ccc(-n3cccn3)nc2)c1 | -5 | 9 | 0.89 | 11 | 0 | 2 | 20 | 28 | 2
CC/C(C)=N\NC(=O)CNC(=O)c1ccc(Cl)cc1Cl | -1 | -19 | 1 | -5 | -1 | 1 | -2 | -2 | 6
N#Cc1c(-c2ccccc2)c(-c2ccccc2)nn(CC(=O)NNC(=O)Nc2ccccc2)c1=O | -4 | 7 | 1 | -3 | -3 | 2 | 14 | 11 | -54
Cn1cccc1C(=O)Nc1ccc(Cl)c(S(=O)(=O)N2CCCCC2)c1 | -2 | 20 | 1 | -1 | -7 | -3 | 15 | 16 | 2
Cc1oc(-c2cc3c(cc2Cl)OCO3)nc1CN1CCCC1c1ccc(F)cc1 (stereo not given) | -6 | 4 | 0.93 | 7 | -1 | 1 | 40 | 12 | 9
Cn1c(=O)c2c(nc(NCCOc3ccc(F)cc3)n2C)n(C)c1=O | -4 | 15 | 1.1 | -5 | -11 | -3 | 10 | -1 | 3
COc1ccc(CNC(=O)C(=O)c2cn(CC(=O)N3CCCC3)c3ccccc23)cc1 | -2 | 12 | 0.97 | 3 | -8 | 0 | -11 | 6 | -12
CC1CCCCC1NC(=O)c1nn(C)c(=O)c2ccccc12 (stereo not given) | 0 | 12 | 1 | -3 | -5 | -2 | 20 | -10 | 1
O=[N+]([O-])c1ccc2c(c1)/C(=N\O)c1ccccc1-2 | 0 | 15 | 0.95 | 5 | -5 | -2 | 9 | 15 | 7
O=C(/C=C/c1ccccc1)NCCc1c[nH]c2ccccc12 | 1 | 19 | 0.99 | 1 | -5 | -3 | -11 | 14 | -14
CCN(CC)S(=O)(=O)c1ccc(N2CCc3cc(OC)c(OC)cc3C2)nc1 | -5 | 13 | 0.98 | 2 | -12 | -6 | 9 | 18 | -3
COc1cccc(CN2CCCC(C(=O)c3ccc4c(c3)OCO4)C2)c1OC (stereo not given) | 1 | -4 | 1.1 | -7 | -6 | -7 | 10 | 0 | -6
COc1cccc(OCCNC(=O)CSc2ccc(C(F)(F)F)cc2[N+](=O)[O-])c1 | -2 | 2 | 0.88 | 12 | 1 | 1 | 16 | 15 | -13
Oc1cccc(-n2nnnc2SCc2ccccc2F)c1 | 2 | 29 | 0.99 | 1 | -7 | -6 | 27 | 10 | 12
COC(=O)C1CN(C(=O)COc2ccccc2C)c2ccccc2O1 (stereo not given) | -4 | -5 | 0.99 | 1 | -8 | -3 | 17 | -1 | 2
O=C(Nc1ccccc1)C1CCCN1S(=O)(=O)c1cccs1 (stereo not given) | -2 | 4 | 1 | -4 | 3 | 5 | 17 | 15 | 3
